# TcdB GH inh: TcdB glycohydrolase inhibitors, primary screen, biochemical, single point, plate reader; Toxin B (Clostridioides difficile), P18177; inhibition, % at 9.99 µM; TcdB glycohydrolase enzymatic assay; actives 0.24% (n = 350,000); in the data active = inhibition above about 10%
# CCHFV vOTU inh: CCHFV vOTU protease inhibitors, primary screen, biochemical, Pep-AMC substrate, fluorescence. inhibition, % at 11.5 µM. actives 0.55% (n = 370,000); in the data active = inhibition above about 30%; note: 0% = vehicle wells with enzyme and 100% = no enzyme wells
# VHR inh abs: VHR1 phosphatase inhibitors, primary screen, biochemical, absorbance, uHTS. Dual specificity protein phosphatase 3 (Homo sapiens), P51452. actives 0.52% (n = 290,000). inhibition, % at 13.3 µM. recombinant VHR phosphatase, pNPP absorbance. AID 1654, 2009; in the data active = inhibition above about 50%; note: some compounds called inactive have numbers as strong as hits
# Target sequence (P51452 whole entry, looked up): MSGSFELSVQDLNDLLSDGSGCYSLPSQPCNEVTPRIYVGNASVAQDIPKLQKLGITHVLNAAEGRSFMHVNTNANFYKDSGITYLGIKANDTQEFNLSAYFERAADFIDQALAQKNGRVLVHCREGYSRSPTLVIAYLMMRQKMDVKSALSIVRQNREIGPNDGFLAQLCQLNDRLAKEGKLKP
# Anthrax LF prot: Bacillus anthracis LF protease inhibitors, primary screen, biochemical, multiplex microsphere, MLPCN library | multiplex microsphere protease cleavage assay | inhibition, % at 10 µM | actives 0.12% (n = 360,000) | AID 588501, 2011; note: plate controls were buffer without enzyme for full effect and enzyme alone for no effect
# Target sequence (P15917 whole entry, looked up): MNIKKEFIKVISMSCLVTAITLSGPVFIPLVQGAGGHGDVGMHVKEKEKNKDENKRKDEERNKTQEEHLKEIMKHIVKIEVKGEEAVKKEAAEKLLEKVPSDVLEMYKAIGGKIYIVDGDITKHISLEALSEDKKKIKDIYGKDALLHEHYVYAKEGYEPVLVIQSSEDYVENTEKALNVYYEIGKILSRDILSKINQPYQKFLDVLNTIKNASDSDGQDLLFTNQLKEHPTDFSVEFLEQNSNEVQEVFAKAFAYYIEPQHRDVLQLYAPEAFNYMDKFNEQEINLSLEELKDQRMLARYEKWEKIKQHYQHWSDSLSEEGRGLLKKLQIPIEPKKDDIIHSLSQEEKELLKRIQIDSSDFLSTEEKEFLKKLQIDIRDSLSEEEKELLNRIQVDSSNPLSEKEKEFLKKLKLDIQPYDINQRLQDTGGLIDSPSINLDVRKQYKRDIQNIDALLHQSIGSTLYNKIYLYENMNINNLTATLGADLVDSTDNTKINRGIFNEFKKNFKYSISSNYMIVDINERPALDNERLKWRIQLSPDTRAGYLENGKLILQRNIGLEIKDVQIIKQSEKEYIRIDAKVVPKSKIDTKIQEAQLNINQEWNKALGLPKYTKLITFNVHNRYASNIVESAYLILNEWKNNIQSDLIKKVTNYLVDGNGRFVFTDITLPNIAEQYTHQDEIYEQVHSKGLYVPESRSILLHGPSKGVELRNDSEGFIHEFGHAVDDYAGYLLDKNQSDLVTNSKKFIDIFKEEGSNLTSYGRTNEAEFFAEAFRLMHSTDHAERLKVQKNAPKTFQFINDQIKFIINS
# 3CLpro inhibitor: SARS-CoV 3CLpro protease inhibitors, primary screen, biochemical, quenched FRET. Replicase polyprotein 1ab (Severe acute respiratory syndrome coronavirus), P0C6X7. recombinant SARS-CoV 3CLpro, quenched FRET peptide cleavage. inhibition, % at 6 µM. actives 0.14% (n = 290,000); in the data active = inhibition above about 12%
# Y pestis TopoI: Yersinia pestis topoisomerase I inhibitors, primary screen, biochemical, cleavage product accumulation, plate reader, single point; DNA topoisomerase I (Yersinia pestis CO92); AID 504884, 2011; activity, % at 10 µM; actives 0.064% (n = 360,000); Y. pestis Topo-I cleavage product accumulation; in the data active = activity above about 50%, passing the limit was not always enough; inconclusive = no clear call, values can overlap the other calls; note: inactives centre near 2
# BoNT-A LC inh2: BoNT/A light chain protease inhibitors, primary screen, biochemical, flow cytometry, MLPCN library. AID 588499, 2011. inhibition, % at 10 µM. Botulinum neurotoxin type A light chain protease (Clostridium botulinum A str. ATCC 3502). multiplex microsphere protease substrate cleavage. actives 0.17% (n = 360,000); note: plate controls were buffer without enzyme for full effect and enzyme alone for no effect
# BH1578 lux ind: inducers of Vibrio cholerae quorum light production without autoinducers, primary screen, BH1578 luxS cqsA deficient, single point; V. cholerae BH1578 lux reporter, luminescence, 6 h; activation, % at 18.7 µM; actives 0.16% (n = 350,000); AID 588436, 2011; in the data active = activation mostly above about 9.7%, no sharp cut-off; inconclusive = no clear call, values can overlap the other calls; inactive = mostly below about 3.7%; note: not every result past the cut was called active; inactives centre near 0; reference of the scale not given here
# PfHsp40 yeast: rescue of yeast from PfHsp40 toxicity, primary screen, S. cerevisiae, ATP luminescence. S. cerevisiae expressing PfHsp40, growth rescue. growth rescue, % at 12.5 µM. actives 0.68% (n = 340,000); in the data active = growth rescue above about 28%, passing the limit was not always enough; inconclusive = no clear call, values can overlap the other calls;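 note: yeast W303a lacking pdr1 and pdr3 grown in galactose medium; growth measured after three days at 30 °C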
# PriA SSB inh: inhibitors of Klebsiella pneumoniae PriA binding to SSB C-terminal tail, primary screen, biochemical, AlphaScreen; PriA–SSB C-terminal tail interaction (Klebsiella pneumoniae); AlphaScreen SSBct-PriA binding, biotinylated peptide; inhibition, % at 33 µM; actives 0.6% (n = 430,000); AID 1272365, 2023; in the data active = inhibition mostly above about 37%, no sharp cut-off; inactive = mostly below about 20%;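 note: plate controls were negative control peptide for no effect and reference peptide for full effect; strong numbers were not always called active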
# The depositor's hits bear a star; i = inactive; ? = inconclusive; . = no result given; & = joins results of further samples. Cut-off read from the data, not from the text of the source, unless noted: active = inhibition above about 30%; inconclusive = no clear call, values can overlap the other calls; inactive = below that.
SMILES,TcdB GH inh,CCHFV vOTU inh,VHR inh abs,Anthrax LF prot,3CLpro inhibitor,Y pestis TopoI,BoNT-A LC inh2,BH1578 lux ind,PfHsp40 yeast,PriA SSB inh
Cc1ccc2nc(-c3ccccc3)c(CC(=O)O)c(C(=O)O)c2c1,0.7,4,28,-4,2,-2,-0.4,-0.3,-1.2,0
Cc1cc(C(=O)NCCCN2CCCC2=O)cs1,.,10,13,1,-1,4,0.1,-1.4,2.0,0
CN(C(=O)COC(=O)c1ccc(C#N)cc1)c1ccccc1,0.5,-15,-16,1,2,-2,0.3,-1.0,-1.5,-4
COc1cc(C(=O)NCCCCCCNC(=O)c2cc(OC)c(OC)c(OC)c2)cc(OC)c1OC,0.0,-13,-4,-4,4,7,-2.5,-0.2,-0.2,-2
C[C@H](CO)N1C[C@H](C)[C@@H](CN(C)S(C)(=O)=O)Oc2ccc(N(C)C)cc2C1=O,-3.4&-0.7,-6,.,0,.,-4,0.5,i,-0.9,-3
Oc1ccc2ccccc2c1C=Nc1ccccc1,1.7,8,1,-2,0,3,5.2,i,-0.9,0
O=C(Nc1ccc2c(c1)OCO2)C1CCN(Cc2cnn(-c3ccccc3)c2-n2cccc2)CC1,.,28,28,-6,-1,-3,-0.7,i,0.6,14
CN(CC(=O)NC1CCCc2ccccc21)S(=O)(=O)c1cccs1 (stereo not drawn),1.1,-2,-2,-1,4,-5,0.6,-0.8,0.8,-13
O=C(O)c1cc(NC(=O)c2ccc(Cl)c([N+](=O)[O-])c2)cc(C(=O)O)c1,-0.3,1,-3,-2,1,9,0.1,-0.8,-0.7,-3
Cc1ccc(S(=O)(=O)N2[C@@H](c3cccc(Cl)c3)C(C(=O)O)=CC[C@H]2c2ccc3c(c2)OCO3)cc1,-0.7,6,.,1,.,4,-0.4,-0.4,7.2,0
CCN(Cc1ccccc1)S(=O)(=O)c1ccc(C(=O)Nc2nnc(C3CC3)o2)cc1,0.9,21,-12,-6,.,-6,-1.5,-0.3,0.6,1
Cc1cccc(N(CC(=O)NC2CCCCC2)C(=O)c2ccc(C)s2)c1,.,-10,13,-2,7,9,0.2,i,0.7,-8
O=C(Cn1nc(-c2ccc(Cl)cc2)ccc1=O)NCC1CCCO1 (stereo not drawn),1.4,-4,34,2,-1,2,-0.8,-0.3,-0.9,-7
O=C(CN1CCCCC1)Nc1ccc(NC(=O)c2ccccc2Cl)cc1Cl,-0.7,17,40,-2,-7,19,0.0,-0.8,-0.5,-1
CN1CCN(/C=C(\C#N)S(=O)(=O)c2ccc(Cl)cc2)CC1,-0.2,-12,13,-10,-1,4,?,1.7,-0.4,2
Cn1c(-c2cccc(Br)c2)n[nH]c1=O,0.4,1,26,-5,1,1,-1.0,-0.3,0.7,-13
CN1/C(=C\C(=O)COC(=O)CN2C(=O)C3CC=CCC3C2=O)C(C)(C)c2ccccc21 (stereo not drawn),.,12,12,-12,-6,21,-0.8,-0.3,0.9,-8
O=C(Cc1cccs1)N/N=C/C=C/c1ccccc1[N+](=O)[O-],-1.4,-5,18,20,-3,3,-2.5,i,.,i
CCc1ccc(NC(=O)CNS(=O)(=O)c2c(C)noc2C)cc1,.,6,23,2,-1,3,0.4,i,0.9,-8
C[C@H]1COC(=O)[C@@H](NC(=O)OCC2c3ccccc3-c3ccccc32)C/C=C\C[C@H](CC(=O)NCCO)C(=O)N1,.,-5,.,4,.,1,-0.6,-1.0,4.3,-5
Cn1nnnc1SCCNCc1ccccc1OCc1ccccc1,.,-7,-20,0,0,7,0.3,-0.2,-0.8,-7
O=C(CN1C2CCCC1CC(NC(=O)c1ccccc1)C2)Nc1ccccc1C(F)(F)F (stereo not drawn),1.2,18,-25,-3,-6,32,0.9,-0.4,-0.2,-4
CC1=CCC2C(=O)N(C(C)c3ccccc3)C(=O)C2C1 (stereo not drawn),.,-3,16,-7,-4,8,-0.3,i,0.6,-13
CCOc1ccc(NC(=O)c2ccccc2NS(C)(=O)=O)cc1,.,10,12,-2,0,5,0.3,-0.6,0.0,-7
COC(=O)C1C=CC(OC2OC(COC(C)=O)C(OC(C)=O)C(OC(C)=O)C2OC(C)=O)n2c(=O)n(-c3ccccc3)c(=O)n21 (stereo not drawn),0.1,3,.,-8,.,-11,-0.1,-0.8,-0.2,-16
COC(CN(C)C(=O)c1ccc2c(c1)NC(=O)c1ccccc1S2)OC,0.5,1,-12,-5,-1,7,1.4,i,0.3,7
COc1ccc(-c2[nH]ncc2CNC(C)c2cn(C)nc2C)c(F)c1 (stereo not drawn),0.6,-3,25,3,-2,-10,-0.2,i,0.5,10
O=C(Cc1ccccc1)N1CCCC(c2nc(-c3ccc(S(=O)(=O)N4CCCC4)cc3)no2)C1 (stereo not drawn),1.6,-19,31,-5,0,29,-1.5,-1.7,2.2,-1
Cc1ccc(S(=O)(=O)N(C(=N)N)c2nc(N(C)C)nc(N(C)C)n2)cc1,1.1,-1,6,3,6,-3,-2.8,i,-1.2,.
Cc1c(Br)c(O)c(Br)c(O)c1/C=N/n1c(-c2ccccc2)n[nH]c1=S,-0.6,.,35,3,-5,-1,-4.2,i,-0.1,.

# 4 of these compounds, reformatted.
# Values in the order: TcdB GH inh | CCHFV vOTU inh | VHR inh abs | Anthrax LF prot | 3CLpro inhibitor | Y pestis TopoI | BoNT-A LC inh2 | BH1578 lux ind | PfHsp40 yeast | PriA SSB inh
Cc1cc(C(=O)NCCCN2CCCC2=O)cs1
  . | 10 | 13 | 1 | -1 | 4 | 0.1 | -1.4 | 2.0 | 0
O=C(O)c1cc(NC(=O)c2ccc(Cl)c([N+](=O)[O-])c2)cc(C(=O)O)c1
  -0.3 | 1 | -3 | -2 | 1 | 9 | 0.1 | -0.8 | -0.7 | -3
CN1/C(=C\C(=O)COC(=O)CN2C(=O)C3CC=CCC3C2=O)C(C)(C)c2ccccc21 (stereo not drawn)
  . | 12 | 12 | -12 | -6 | 21 | -0.8 | -0.3 | 0.9 | -8
Cn1c(-c2cccc(Br)c2)n[nH]c1=O
  0.4 | 1 | 26 | -5 | 1 | 1 | -1.0 | -0.3 | 0.7 | -13

# (more compounds)
SMILES,TcdB GH inh,CCHFV vOTU inh,VHR inh abs,Anthrax LF prot,3CLpro inhibitor,Y pestis TopoI,BoNT-A LC inh2,BH1578 lux ind,PfHsp40 yeast,PriA SSB inh
O=C(NCc1ccc(F)cc1)c1ccc(NC(=O)C2CCCO2)cc1 (stereo not drawn),1.1,1,39,4,0,11,4.1,-0.3,1.0,-5
CC(C)c1ccc(-n2c(O)c(/C=N/N3CCOCC3)c(=O)[nH]c2=S)cc1,-2.7,-1,18,-7,2,4,?,-0.6,-1.0,.
CCOC(=O)CC(NC(=O)CCc1c(C)nc2nc(C)nn2c1C)c1ccc(OC(C)C)cc1 (stereo not drawn),0.9,5,-10,0,2,3,-0.5,6.7,0.6,2
CC(C)CCNC(=O)C1CC(c2cccc([N+](=O)[O-])c2)=NO1 (stereo not drawn),-0.3,-5,20,-9,-1,0,-0.1,0.3,0.1,-2
Nc1ccc([As](=O)(O)O)cc1,0.9,-4,9,-2,-1,3,-0.8,i,-1.6,-3
CCOC(=O)C1=C(N)Oc2cc(O)ccc2C1c1ccccc1 (stereo not drawn),0.8,-5,-4,1,3,-1,4.1,-0.4,-1.0,-6
COc1ccc(C2CC(c3ccc(OC)cc3O)=NN2C(=O)c2ccccc2)cc1 (stereo not drawn),1.3,-7,24,2,0,-1,-1.0,i,0.1,-6
CCOC(=O)c1nn(-c2ccc(F)cc2)c2nc(Nc3ccccc3)cc(=O)n12,.,2,-8,2,2,-1,3.1,i,0.9,-7
Cc1ccc(NC(=O)NC(=O)COc2ccccc2C(N)=O)c(C)c1,1.7,4,.,0,.,1,-1.2,i,-0.2,-2
O=C(CCCSc1nc2ccccc2[nH]1)N1CCN(c2ccc([N+](=O)[O-])cc2)CC1,.,18,-10,-6,3,-9,0.4,.,0.2,-3
CCN(CC(=O)NC1CCS(=O)(=O)C1)c1ccc(S(C)(=O)=O)cc1[N+](=O)[O-] (stereo not drawn),.,-7,14,-3,0,2,0.4,i,-0.7,-9
CCOC(=O)N1CCN(c2c(NCc3ccccc3Cl)c(=O)c2=O)CC1,0.1,5,25,7,0,-4,-0.2,-2.8,1.0,-10
Cc1ccc(NC(=O)CNC(=O)c2ccco2)cc1,1.9,-15,21,-3,1,10,1.0,i,0.8,8
O=C(COc1ccc([N+](=O)[O-])cc1)Nc1cccc2nsnc12,0.1,8,14,0,-1,2,-1.4,.,-0.5,.
O=C(NC1CCCCC1)c1cc(C2CC2)on1,1.5,-8,8,2,-1,-4,-0.8,0.0,-1.8,-19
Cc1cc(C)cc(OCCCn2ccnc2)c1,1.0,-16,4,2,6,-8,-3.1,-0.2,-1.6,-4
Cc1sc2nc3ccc(N4CCCC4)nn3c(=O)c2c1C,-1.7,-12,12,-3,-1,5,3.0,-0.1,0.6,1
CCC(C)(C)NC(=O)Cc1ccc(C)cc1,.,-8,-18,-5,1,12,0.2,-0.4,-2.2,-3
COc1ccc(P(=O)(COc2ccc([N+](=O)[O-])cc2)c2ccc(OC)cc2)cc1,.,3,-4,0,-3,31,0.2,i,-0.4,-2
COc1cccc2sc(Nc3nc(-c4ccncc4)cs3)nc12,2.5,10,29,8,0,-7,1.8,0.6,0.3,1
COc1cccc(CN2CCN(Cc3nc4c(s3)CCCC4)CC2CCO)c1 (stereo not drawn),-0.8,7,3,-2,-2,12,-0.9,i,-0.4,-4
CC(=O)Nc1ccc(NC(=O)CSc2nnc(NC(=O)c3ccco3)s2)cc1,2.0,-7,30,1,0,12,0.5,-0.3,-0.3,-3
O=C(NC(=S)Nc1ccc(Cl)cn1)c1cc([N+](=O)[O-])ccc1N1CCOCC1,-0.1,12,-7,1,-4,7,-2.6,0.1,0.5,10
CC(C)(C#N)N([O-])C=C[N+](=O)C(C)(C)C#N,.,8,6,0,-4,-5,0.5,i,8.4,-8
COc1ccc2[nH]c(=O)c(C3c4cc(OC)c(OC)cc4CCN3C(=O)c3ccco3)cc2c1 (stereo not drawn),0.2,2,2,-2,-3,-1,-0.4,-0.2,2.0,0
Cc1ccc(C(=O)CSc2nc(C)cc(SCc3nnc(-c4ccccc4)o3)n2)cc1,.,-20,4,-3,0,2,-0.2,2.9,1.3,-17
COc1cc(C)c(C(=O)Oc2cc(C)c(C(=O)O)c(O)c2C)c(OC)c1C,3.6,12,7,6,2,-7,0.2,-0.2,8.4,9
CCC1CCCCN1C(=O)COC(=O)c1cc(Br)ccc1Cl (stereo not drawn),0.9,10,10,-4,6,7,-0.3,i,0.2,-29
COC(=O)C[C@H]1C[C@H]2c3cc(NC(=O)CC4CC4)ccc3O[C@H]2[C@H](CO)O1,1.0&-0.3,3,.,-9,.,3,-0.3,-0.7,.,.
O=C(O)c1ccc(COc2ccccc2C=C2C(=O)c3ccccc3C2=O)cc1,-0.2,12,-5,-5,1,-2,-0.5,0.0,-0.1,-13

# Screens from PubChem.

# This is a subset (hit frequency here may not be typical).
